Assay outcomes (PubChem BioAssay)
CD40 NFkB inh: CD40 pathway inhibition in BL2 cells | hit rate 0.94% among 83,000 | inhibition, % at 10 µM | BL2 NF-kB luciferase reporter, CD40L-induced, 4 h;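 active means mean inhibition of at least 50% with a set share of replicates also reaching that level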;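 further: 0% = neutral control wells and 100% = IKK inhibitor VII at 50 µM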
* marks the source's active call; other numbers are inactive results; & = joins results of further samples; [ ] = remark or other dose. Not all compounds are listed; count on the stated rates, not on these rows.

SMILES	CD40 NFkB inh
C[C@@H]1CN([C@@H](C)CO)C(=O)CCCn2nncc2CO[C@H]1CN(C)Cc1cccnc1	-9[25 µM]
O=S(=O)(Cc1ccccc1)N1[C@@H]2CNC[C@H]1C2c1ccc(/C=C/c2ccccc2)cc1 (stereo partly drawn)	-31
CN(Cc1cccs1)C(=O)Cn1cnc2cc([N+](=O)[O-])ccc2c1=O	26
Cc1[nH]c2ccccc2c1-c1csc(NC(=O)CN2CCOCC2)n1	-5
O=C(NC12CC3CC(CC(C3)C1)C2)c1ccc(-c2ccc(Cl)cc2)o1	-63
O=C(c1ccco1)N1CCN(S(=O)(=O)c2ccc3c(c2)CCN3C(=O)C2CC2)CC1	6
CN1CCC(N(C)C(=S)Nc2ccc(F)cc2)CC1	6
CC1CCCCN1CC(=O)NCc1ccc2c(c1)OCO2 (stereo not drawn)	14
Cn1c(=O)n(CC#N)c2ccccc21	8
CC(=O)c1cccc(OCC(=O)Nc2cc(S(=O)(=O)N3CCOCC3)ccc2N2CCCC2)c1	-6
O=C(c1ccccc1)N1CC[C@@H]2[C@H]1c1cc(-c3ccccc3F)ccc1N[C@@H]2CO	4
CCC(=O)N1CCCCN2[C@H](C1)[C@H](c1ccc(/C=C/c3ccccc3)cc1)[C@@H]2CO	19[25 µM]
Cc1ccccc1Br	6
C[C@@H]1CN([C@H](C)CO)C(=O)CCCn2nncc2CO[C@H]1CN(C)CC1CC1	-2
COC(=O)C(CC(C)C)NC(=O)c1ccc([N+](=O)[O-])cc1 (stereo not drawn)	2
COc1ccc(-c2csc(N3CCSCC3)n2)cc1	-78
CCOC(=O)C1=C(COC(=O)c2ccc(OC)c(S(=O)(=O)N3CCOCC3)c2)NC(=O)NC1C (stereo not drawn)	14
COc1cccc(-c2ccc([C@@H]3[C@@H](CO)N4CCCCN(C(=O)c5ccc6c(c5)OCO6)C[C@@H]34)cc2)c1	6[25 µM]
CC(C)CN(C(=O)CCCSc1nc2ccccc2[nH]1)c1c(N)n(Cc2ccccc2)c(=O)[nH]c1=O	0
CN(C)C(=S)N=c1ssc(=S)n1Cc1ccccc1	44*
CCOc1ccc(-n2ccnc(SCC(=O)NC3CCCC3)c2=O)cc1	26
CCOC(=O)c1cc(-c2ccccc2)n(CCC(=O)N2CCN(c3ccccn3)CC2)c1C	4
CCOC(=O)c1ccc(NC(=O)CCC(=O)OC)cc1	-4
O=C(c1ccc([N+](=O)[O-])s1)N1CCc2ccccc2C1	-8
Cc1cccc(N2CCC(N3CCN(C4CCCCC4)C(CCO)C3)CC2)c1C (stereo not drawn)	3
O=C(OCCCOC(=O)c1ccc([N+](=O)[O-])o1)c1ccc([N+](=O)[O-])o1	-1
Cc1ccccc1NC(=O)CCN1C(=O)CSC1=O	-1
Cc1ccc(-c2ccc(C3[C@H]4CNC[C@@H]3N4S(=O)(=O)c3cccc(C)c3)cc2)cc1 (stereo partly drawn)	6&-1
N#CCCN1CCN(C2=NC(=O)/C(=C\c3cccs3)S2)CC1	-48
CC1CCCCN1C(=O)c1ccc(NC(=O)c2ccccc2Cl)cc1 (stereo not drawn)	-4
CCOC(=O)C1(CCOc2ccccc2)CCN(Cc2ccc(COC)o2)CC1	8
COc1ccccc1-c1nn(-c2ccccc2)cc1C(=O)NC1CC1	1
O=C(c1ccncc1)N1c2ccccc2Sc2ccccc21	17
O=C(Nc1cccc(F)c1)Nc1ccnn1C1CCN(C(=O)c2cscn2)CC1	5
O=C(Nc1ccc(S(=O)(=O)N2CCCC2)cc1)c1ccc(F)cc1	3
O=S(N1CCc2ccccc21)C12CC3CC(CC(C3)C1)C2 (stereo not drawn)	1
COc1ccc(C=NNC(=O)CCCC(=O)NN=Cc2ccc(OC)c(O)c2)cc1O	-4
CNC(=O)C1CCN(S(=O)(=O)c2c(C)noc2/C=C/c2ccccc2F)CC1	-26
CCCNC(=O)c1ccccc1NC(=O)c1cccc(-n2cnnn2)c1	10
CCCNC(=O)N1C[C@H](C)[C@H](OC)CN(C)C(=O)c2ccc(NC(=O)CC)cc2OC[C@H]1C	-4[25 µM]
COc1cc(NC(=O)NC2Cc3ccccc3C2)cc(OC)c1	-7
O=C(C1CCCC1)N1CC(=O)N2[C@H](CO)[C@@H](c3ccc(C#Cc4cccc(F)c4)cc3)[C@H]2C1	7
CC(C)(C)n1ncc2c(=O)n(CC(=O)NCc3ccc(F)cc3)cnc21	7
CC(C)Oc1ccccc1C1CC(=O)Nc2cc3c(cc21)OCO3 (stereo not drawn)	24
O=C(C[C@@H]1C=C[C@H](NC(=O)Nc2ccccc2F)[C@@H](CO)O1)NCc1ccc(-c2ccccc2)cc1	12[25 µM]
Cc1ccccc1-c1ccc(C2[C@@H]3CN(C(=O)Cc4ccncc4)C[C@H]2N3)cc1 (stereo partly drawn)	10&-5[25 µM]
O=C(NCCNC(=O)c1cccnc1)c1cccnc1	12
COc1cccc(-c2cc(C(=O)Nc3cccnc3)c3ccccc3n2)c1	1
COc1ccc(C2N3CC4(C)CN2CC(C)(C3)C4=O)cc1OC (stereo not drawn)	5
Cc1ccc(C(=O)OCc2c(C)noc2C)cc1NC(=O)c1ccco1	6
COc1ccc(COC(=O)c2ccc(S(=O)(=O)N3CCCCC3)cc2)cc1OC	2
O=C(Nc1ccc2c(c1)OCO2)c1cc(C2CC2)on1	-10
Cc1ccc(CNC(=O)CN(C)S(=O)(=O)c2cccs2)cc1	-9
CC12CCC(=O)N1C(C(=O)NCCN1C(=O)S/C(=C\c3ccccc3F)C1=O)CS2 (stereo not drawn)	-6
COc1cccc(S(=O)(=O)N2CCN(C(=O)c3ccco3)CC2)c1	11
CCC(=O)Nc1ccc2c(c1)C(=O)N(C)C[C@@H](OC)[C@H](C)CN(C(=O)Cc1cccnc1)[C@@H](C)CO2	3[25 µM]
COc1cccc(NC(=O)C(NC2CCCC2)c2ccccc2)c1 (stereo not drawn)	-4
CCCCOc1ccc(C(=O)NCC(=O)NC2CC2)cc1	-2
O=C(Nc1nnc(C2CC2)s1)c1ccco1	-84
O=S1(=O)N=C(Nc2ccc(O)c(CN3CCCCC3)c2)c2ccccc21	2

(cont.)
SMILES	CD40 NFkB inh
CO[C@@H]1CC[C@@H]2CCOc3ccc(C#N)cc3C(=O)N(C)[C@@H](C)C(=O)N(C)C[C@H]1O2	5[25 µM]
CN(C)C(=O)c1cc(-c2ccccc2)no1	-48
COc1ccc(N2CCN(C(=O)c3ccc(N4CCCCS4(=O)=O)cc3)CC2)cc1	3
CCN(CC(=O)Nc1ccc(NC(C)=O)cc1)C(=O)COc1ccccc1-c1ccccc1	18
O=S(=O)(Cc1ccccc1)Nn1cnnc1	16
CCOC(=O)CNc1ncc(C(F)(F)F)cc1Cl	2
CC(C)CN(C[C@H]1N[C@@H](CO)[C@@H]1c1ccc(-c2cncnc2)cc1)C(=O)C1CC1	3[25 µM]
Clc1ccc2[nH]c3c(NCCCN4CCOCC4)ncnc3c2c1	-71
O=C(C[C@H]1CC[C@H](NS(=O)(=O)c2ccc(F)cc2)[C@@H](CO)O1)N1CCN(c2ccccc2)CC1	1[25 µM]
COCC(=O)N1[C@H](CO)[C@H]2c3ccccc3N(C(=O)c3cccnc3)C[C@H]21	0[25 µM]
COc1cccc(-c2noc(Cn3nc(C(=O)O)c4ccccc4c3=O)n2)c1	-8
CCN(Cc1ccccc1)C(=O)COC(=O)Cc1c[nH]c2ccccc12	-1
O=C(Cn1cnc2sc3c(c2c1=O)CCCC3)NCC(=O)Nc1ccccc1F	25
OC1CN=C2Sc3ccccc3N2C1 (stereo not drawn)	10
CC(=O)Nc1ccc(S(=O)(=O)N(C)CC(=O)OCC(=O)N(CC(C)C)C2CCS(=O)(=O)C2)cc1 (stereo not drawn)	4
CS(=O)(=O)N(Cc1ccc(C(=O)NC2CCCC2)cc1)c1ccccc1	11
COc1ccc(NC(=O)N[C@H]2CC[C@@H](CCNC(=O)CCN3CCCCC3)O[C@@H]2CO)cc1	-41
O=C1c2ccccc2C(O)(Cc2ccccc2)N1Cc1ccco1 (stereo not drawn)	-16
Nc1nccc(SCc2ccccc2)n1	-6
CC(=O)NC[C@@H]1[C@@H](c2ccc(-c3ccccc3F)cc2)[C@@H](CO)N1C(=O)C1CC1	4[25 µM]
O=C(Nc1cccc(S(=O)(=O)N2CCCC2)c1)c1ccc(Cl)nc1	17
O=C(NNS(=O)(=O)c1ccc(F)cc1)c1cnccn1	7
O=C(COc1ccccc1)Nc1nnc(-c2ccc3c(c2)CCCC3)o1	-37
C[C@@H]1CN([C@H](C)CO)C(=O)c2cccc(NC(=O)C3CCCCC3)c2O[C@H]1CN(C)S(C)(=O)=O	-6[25 µM]
Cc1ccc(NC(=O)CN(C)C(=O)c2ccc(Cl)c(S(=O)(=O)NCc3ccco3)c2)cc1	15
CN(C(=O)CN(c1ccccc1)S(=O)(=O)c1ccc(F)cc1)C1CCS(=O)(=O)C1 (stereo not drawn)	5
CCOC(=O)c1ccc2c(c1)nc(SCc1cn3ccsc3n1)n2CC	-27
Cc1ccccc1CCNC(=O)CCn1nc(C)c2c(C)n(-c3ccccc3)nc2c1=O	2
N#Cc1ccsc1NC(=O)CN1CCN(c2ccccc2)CC1	-4
O=C(Nc1ccccc1)[C@@H]1[C@@H](CO)[C@@H]2Cn3c(cccc3=O)[C@H]1N2C(=O)c1ccc(F)cc1	0[25 µM]
CC(C)NC(=O)N1Cc2cc(C(=O)NC3CCC3)nc(-c3cccc(-c4cncnc4)c3)c2[C@@H]1CCO	10[25 µM]
CCCCn1c(N)c(N(CCC(C)C)C(=O)c2cc(CC)c(C)s2)c(=O)[nH]c1=O	0
COc1ccc(S(=O)(=O)NCc2ccc(F)cc2)cc1OC	9
COC(=O)Nc1c(C(=O)OC)cc(OC)c(OC)c1OC	4
COc1ccccc1C#Cc1ccc([C@@H]2[C@@H](C#N)N(C(=O)C3CC3)[C@H]2CO)cc1	-5
Cc1noc(C)c1S(=O)(=O)Nc1ccc2c(c1)C(=O)N([C@H](C)CO)C[C@H](C)[C@@H](CN(C)Cc1ccc3c(c1)OCO3)O2	-12[25 µM]
O=C1c2ccccc2N2C(=O)c3ccccc3C2N1Cc1ccco1 (stereo not drawn)	6
O=[N+]([O-])c1ccc(NC2CCCCC2)nc1	0
O=C(Cc1ccsc1)N1CCN(S(=O)(=O)c2ccccc2F)CC1	4
Cc1cc(CN(C)C(=O)CC2C(=O)NCCN2Cc2ccc(F)c(F)c2)on1 (stereo not drawn)	1
COc1ccccc1CN1CC[C@@H]2[C@H]1c1cc(-c3ccc(C(=O)N(C)C)cc3)ccc1N[C@@H]2CO	-10
CC1CCC(NS(=O)(=O)c2ccc(N3CCCC3=O)cc2)CC1 (stereo not drawn)	25
Cc1cc(O)ccc1-c1cc(C(=O)NCc2cc(C(F)(F)F)cc(C(F)(F)F)c2)[nH]n1	15
O=C(NCCCN1CCOCC1)c1cccc(S(=O)(=O)N2CCN(c3ccccc3)CC2)c1	-6
CCc1ccc(C(O)c2ncc(-c3ccccc3Cl)[nH]2)cc1 (stereo not drawn)	-11
CC(=O)c1cccc(NC(=O)CN2C(=O)NC(C)(C)C2=O)c1	1
NC1=NC(=O)CC(C(=O)NCCc2ccccc2)S1 (stereo not drawn)	4
O=C(CSC1=NCCS1)N1N=C(c2cccs2)CC1c1ccc(F)cc1 (stereo not drawn)	8
O=C(Cc1ccccc1)Nc1cc(C(=O)c2ccccc2)ccc1N1CCOCC1	-3
O=C(Nc1nnc(-c2ccco2)o1)c1ccc(Cl)s1	-9
CCN(CC(=O)Nc1cccc(S(=O)(=O)N(C)c2ccccc2)c1)Cc1cccs1	2
CCNC(=O)[C@H]1[C@H](CO)[C@H]2Cn3c(ccc(-c4ccccc4)c3=O)[C@H]2N1Cc1ccc2c(c1)OCO2	8[25 µM]
Cc1nc(-c2cccs2)sc1C(=O)O	-13
CCn1ccnc1CN(C)Cc1cn[nH]c1-c1ccc(OC)c(F)c1	21
O=C(NO)c1ccccc1O	16
Cc1noc(C)c1S(=O)(=O)N(C)C[C@@H]1OCc2cn(nn2)CCCC(=O)N([C@@H](C)CO)C[C@@H]1C	10[25 µM]
O=C(OCC(=O)c1c[nH]c2ccccc12)c1cccc(S(=O)(=O)N2CCCCCC2)c1	7
O=C(c1ccc(S(=O)(=O)N2CCOCC2)cc1)N1CCN=C1SCc1cccnc1	8
CCC(=O)N(C)C[C@@H]1Oc2ncc(C#Cc3ccccc3OC)cc2C(=O)N([C@@H](C)CO)C[C@@H]1C	0[25 µM]

Of the compounds above, these have two or more sulfur atoms:
SMILES	CD40 NFkB inh
COc1ccc(-c2csc(N3CCSCC3)n2)cc1	-78
CN(C)C(=S)N=c1ssc(=S)n1Cc1ccccc1	44*
N#CCCN1CCN(C2=NC(=O)/C(=C\c3cccs3)S2)CC1	-48
Cc1ccc(CNC(=O)CN(C)S(=O)(=O)c2cccs2)cc1	-9
CC12CCC(=O)N1C(C(=O)NCCN1C(=O)S/C(=C\c3ccccc3F)C1=O)CS2 (stereo not drawn)	-6
CC(=O)Nc1ccc(S(=O)(=O)N(C)CC(=O)OCC(=O)N(CC(C)C)C2CCS(=O)(=O)C2)cc1 (stereo not drawn)	4
CN(C(=O)CN(c1ccccc1)S(=O)(=O)c1ccc(F)cc1)C1CCS(=O)(=O)C1 (stereo not drawn)	5
CCOC(=O)c1ccc2c(c1)nc(SCc1cn3ccsc3n1)n2CC	-27
O=C(Cc1ccsc1)N1CCN(S(=O)(=O)c2ccccc2F)CC1	4
O=C(CSC1=NCCS1)N1N=C(c2cccs2)CC1c1ccc(F)cc1 (stereo not drawn)	8
CCN(CC(=O)Nc1cccc(S(=O)(=O)N(C)c2ccccc2)c1)Cc1cccs1	2
Cc1nc(-c2cccs2)sc1C(=O)O	-13
O=C(c1ccc(S(=O)(=O)N2CCOCC2)cc1)N1CCN=C1SCc1cccnc1	8
